Screening data deposited in PubChem by National Center for Advancing Translational Sciences (NCATS).
ERK EGF inh: blocks ERK signaling stimulated by EGF | HEK293-V1b, EGF-stimulated phospho-ERK AlphaScreen | Potency, µM (top dose mostly 11.5 µM), for the others: top-dose activity change, negative = inhibition, usual class: inhibitors | hit rate 0.41% among 130,000 | AID 1454; active = well fitted inhibition curve with a large enough effect; inconclusive = small, poorly fitted or top-dose-only effect, or effect the other way;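 also: plate controls were stimulated vehicle wells for no effect and unstimulated vehicle basal for full effect; nearly all actives have a fitted effect of over 55% in size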
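Concentration-response of compounds against EGF-driven ERK phosphorylation in V1b-expressing HEK293 cells; 30 min preincubation, 5 min EGF, AlphaScreen detection; Normalized to DMSO basal and 25 nM EGF.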
The depositor's hits bear a star; u = inconclusive; [ ] = dose if it differs, or a comment. Potency is read from the fitted curve at half-maximal effect. The list is partial (hit frequency here may not be typical).

| SMILES | ERK EGF inh |
| --- | --- |
| O=C1NC(=Nc2cccnc2)S/C1=C\c1cccc(F)c1 | -1%[57.5 µM] |
| CCOC(=O)c1cc(-c2ccccc2)n(CC(=O)Nc2cccc(OC)c2)c1C | -1% |
| Cc1c([N+](=O)[O-])ccc(S(=O)(=O)N2CCC(C(N)=O)CC2)c1C | 4% |
| CCOc1ccc(NC(=O)Cc2ccccc2)cc1 | 6% |
| CCn1cc(CNc2nc3nonc3nc2N2CCCCC2)cn1 | 8% |
| COc1ccc(NC(=S)NC(=O)/C=C/c2cccs2)cc1 | 9% |
| CC(NC(=O)/C(=C/c1ccc2c(c1)OCO2)NC(=O)c1cccc([N+](=O)[O-])c1)C(=O)O (configuration not stated) | 9% |
| COc1ccc(-c2nnn(CC(=O)NCc3ccc4c(c3)OCO4)n2)cc1OC | 10% |
| COc1ccc(-c2[nH]ncc2N=Nc2cc(C)cc(C)c2)cc1 | -3% |
| COc1ccc(CN2CCNC(=O)C2CC(=O)O)cc1OC (configuration not stated) | -3% |
| CCO[C@@H]1OC(C(=O)NCc2nc3ccccc3[nH]2)=C[C@H](C)[C@H]1CCCO | 3%[57.5 µM] |
| CC(=O)N1N=C(c2cccs2)CC1c1cccc([N+](=O)[O-])c1 (configuration not stated) | -11% |
| COc1ccccc1-c1c(C)oc2cc(OCC(=O)OCc3ccccc3)ccc2c1=O | -5% |
| C=CCN(c1ccccc1C(=O)O)S(=O)(=O)/C=C/c1ccccc1 | -1% |
| O=C(CSCc1c(Cl)cccc1Cl)N1CCOCC1 | -3% |
| CCOC(=O)Cn1nnnc1C(C(C)C)N(Cc1cc2c(C)cc(C)cc2[nH]c1=O)C1CCCC1 (configuration not stated) | -1% |
| Cc1cnc(NC(=O)c2sc(Nc3ccccc3)nc2N)o1 | 8%[57.5 µM] |
| O=C(O)c1ccccc1C(=O)Nc1ccc(Br)c2cccnc12 | 20% |
| O=C(C(=O)N1CCOCC1)c1cn(CCOc2ccccc2)c2ccccc12 | 18% |
| CC(C)(C)C1CCc2c(sc3c2C(=O)NC(c2ccco2)N3)C1 (configuration not stated) | 4% |
| CC(=O)NCC(=O)N(C)C(C(=O)Nc1ccc2c(c1)OCCO2)c1ccc(C)cc1 (configuration not stated) | -4% |
| COc1ccccc1N(CCN1C(=O)c2cccc3cccc(c23)C1=O)C(=O)c1ccncc1 | -11% |
| C/C(CC(=O)NCc1ccc(F)cc1)=N\NC(N)=S | 0% |
| O=C1c2ccccc2-c2nc3ccccc3n21 | -20%[57.5 µM] |
| Cc1ccccc1OCCC(=O)OCC(=O)Nc1ccc(C(N)=O)cc1 | 10%[57.5 µM] |
| Cc1nnc(SCc2cccc([N+](=O)[O-])c2)s1 | -7% |
| Cc1ccccc1NC(=O)NCCc1c[nH]c2ccccc12 | -7%[57.5 µM] |
| COc1ccc(C(=O)O)cc1NC(=S)NC(=O)c1ccc(-c2ccc(Cl)cc2)o1 | u |
| COc1ccc(-c2csc(/C(C#N)=C\c3ccc(O)c([N+](=O)[O-])c3)n2)cc1OC | u |
| COc1ccc(C(=O)N2CCC3(CCCN(C(=O)Nc4cccc(C#N)c4)C3)CC2)cc1 | 8% |
| CC(OC(=O)C1=COCCO1)C(=O)Nc1cc(S(=O)(=O)N2CCCCC2)ccc1Cl (configuration not stated) | 7% |
| COc1ccc([N+](=O)[O-])cc1NC(=O)c1ccc(N(Cc2ccccc2C)S(C)(=O)=O)cc1 | -6% |
| CCOC(=O)c1ccccc1NC(=O)CSc1ccc(-c2cccnc2)nn1 | 6% |
| CC(=O)Nc1cccc(NC(=O)c2cc(Cl)ccc2Cl)c1 | 3% |
| COc1ccccc1NC(=O)CCCc1nc(-c2ccc(OC)c(OC)c2)no1 | 3% |
| CC(NC(=O)C(C)(C)C)C(c1cccs1)N1CCOCC1 (configuration not stated) | 2%[57.5 µM] |
| COc1cc2[nH]cc(C(=O)NCCc3ccccc3)c(=O)c2cc1OC | 0% |
| CCOC(=O)N1CCC(NC(=O)C2=CCN(S(=O)(=O)c3ccc(F)cc3)CC2)CC1 | 9%[57.5 µM] |
| O=C(CNCc1ccco1)Nc1cc(S(=O)(=O)N2CCOCC2)ccc1N1CCCC1 | -11%[57.5 µM] |
| O=C(CSc1ncnc2[nH]ncc12)Nc1cccc(Oc2ccccc2)c1 | u |

A draw from above in order of heavy-atom count, rising:
| SMILES | ERK EGF inh |
| --- | --- |
| CC(=O)Nc1cccc(NC(=O)c2cc(Cl)ccc2Cl)c1 | 3% |
| O=C(CSc1ncnc2[nH]ncc12)Nc1cccc(Oc2ccccc2)c1 | u |
| CCOC(=O)c1ccccc1NC(=O)CSc1ccc(-c2cccnc2)nn1 | 6% |
| COc1ccccc1NC(=O)CCCc1nc(-c2ccc(OC)c(OC)c2)no1 | 3% |
| CCOC(=O)N1CCC(NC(=O)C2=CCN(S(=O)(=O)c3ccc(F)cc3)CC2)CC1 | 9%[57.5 µM] |

New compounds follow.
| SMILES | ERK EGF inh |
| --- | --- |
| N/C(=N\N=C\c1ccc(O)c(O)c1)c1nonc1N | 6%[57.5 µM] |
| O=C(NCc1cccs1)c1cc2c(s1)-c1ccccc1OC2 | -7% |
| CS(=O)(=O)c1ccc(C(=O)Nc2ccccc2Cl)cc1 | -2%[57.5 µM] |
| C/C(=N\OCC(=O)Nc1ccccc1Br)c1cccs1 | -4% |
| C[C@@H]1C[C@H]2[C@@H]3C[C@H](F)C4=CC(=O)C=C[C@@]4(C)[C@]3(F)[C@H](O)C[C@]2(C)[C@@]1(O)C(=O)CO | -1%[25.7 µM] |
| N#CCC(=O)N/N=C/c1cn(Cc2ccc(Cl)cc2Cl)c2ccccc12 | -8%[57.5 µM] |
| O=C(O)C1=C(OCc2ccccc2)C(=O)NCC1 | 5% |
| NC(=O)Cn1nc2sc3ccccc3n2c(=O)c1=O | u |
| CCCC(=O)OCC(=O)Nc1ccc2[nH]c(=O)[nH]c2c1 | -15% |
| Cc1nsc2c1ccc1ccccc12 | -3% |
| O=c1c2ccccc2c2ccccc2c(=O)n1-c1ccccc1 | u |
| Cc1ccc(OCc2nc(C#N)c(N3CCCC3)o2)cc1 | -12% |
| CCNc1ccc(S(=O)(=O)N(C)C)cc1NCC(=O)Nc1ccc(F)c(Cl)c1 | u |
| COC(=O)C1=C(C)N(C)C(=O)NC1c1cc2c(cc1[N+](=O)[O-])OCO2 (configuration not stated) | 4% |
| NC(=S)NNC(=O)C12CC3CC(CC(C3)C1)C2 | -4% |
| Cc1ccc(C(=O)NN(CCC#N)C2=NS(=O)(=O)c3ccccc32)cc1 | 0% |
| Cc1c(C=N)c(O)n(C)c(=O)c1C#N | -3%[57.5 µM] |
| O=C(O)c1cccnc1SC1CC(=O)N(c2ccccc2)C1=O (configuration not stated) | 5%[57.5 µM] |
| COc1ccc(CNC(=O)c2ccc(Br)cc2)cc1 | -2% |
| Cc1nc(NC(=S)NC(=O)COc2ccccc2Cl)ccc1Br | -3% |
| CCN1CCN(C2=CC3=CC(=C(C#N)C#N)CCC3CC2)CC1 (configuration not stated) | 4% |
| O=C(CN1CC[n+]2c(-c3cccs3)csc21)c1ccc(Br)cc1 | 11%[57.5 µM] |
| O=C(N/N=C/c1cccs1)c1cc(-c2ccncc2)nc2ccccc12 | 5% |
| C[C@@H]1O[C@H](O[C@@H]2[C@@H](Oc3cc(O)c4c(c3)O[C@H](c3ccc(O)cc3)CC4=O)O[C@@H](CO)[C@@H](O)[C@H]2O)[C@@H](O)[C@H](O)[C@@H]1O | 5%[25.7 µM] |
| CCOC(=O)C1=C(CN2CCN(CCC#N)CC2)NC(=O)NC1c1ccc2c(c1)OCO2 (configuration not stated) | 13% |
| O=C(NNC(=S)NC1CCCCC1)c1ccc2c(c1)OCO2 | -7% |
| COCCNC(=O)[C@H](CSCc1ccccc1)N1Cc2ccccc2C1=O | 4%[57.5 µM] |
| CC(C)(C)n1nc(C2CC2)cc1NC(=O)Nc1ccc(Cl)cc1 | -6%[57.5 µM] |
| CC(=O)OCC1=C(C(=O)O)N2C(=O)[C@@H](NC(=O)CSc3ccncc3)[C@H]2SC1 | 9% |
| Clc1nc(Nc2ccccc2)nc(Nc2ccccc2)n1 | u |
| O=C(Cn1cnc2ccccc21)N/N=C/c1cccs1 | 7% |
| O=C(O)CCn1cc(/C=C2\SC(=S)NC2=O)c(-c2ccccc2)n1 | 0% |
| COc1ccc(NC(=O)Nc2ccc(OC)c(OC)c2)c([N+](=O)[O-])c1 | 4% |
| CC1CCCCN1S(=O)(=O)c1ccccc1[N+](=O)[O-] (configuration not stated) | 3% |
| CCOC(=O)/C(C#N)=C/Nc1cc(F)ccc1C | 0%[57.5 µM] |
| CC1CCCCN1c1nc2nonc2nc1N1CCCCC1C (configuration not stated) | -5% |
| COC(=O)[C@@]1(Cc2ccc(OC)cc2)[C@H]2c3cc(C(=O)N4CCCC4)n(Cc4ccc(OC(F)(F)F)cc4)c3C[C@H]2CN1C(=O)c1ccccc1 | 4% |
| CC(C)c1onc(C(=O)N2CCC(C(N)=O)CC2)c1[N+](=O)[O-] | 2%[57.5 µM] |
| CCOc1ccc(NC(=O)NCc2cccnc2)cc1 | -7% |
| Cc1cc(NS(=O)(=O)c2ccc(Nc3nc(-c4ccc(O)cc4)cs3)cc2)no1 | 1% |
| COc1ccc(NC(=O)Nc2c(C)noc2-c2ccccc2)cc1 | 6%[57.5 µM] |
| CC1CCCN(c2ncnc3c2cnn3-c2ccccc2)C1 (configuration not stated) | -8%[57.5 µM] |
| COc1ccc(N(CC(=O)NC2CCCC2)C(=O)c2csnn2)cc1 | -1% |
| Cc1ccc(NC(=S)NCc2ccc3[nH]c4c(c3c2)CCCC4)cc1 | 3% |
| O=C1/C(=C/c2cccnc2)SC(=S)N1CC1CCCO1 (configuration not stated) | -7% |
| CN1CCCN(C(=O)c2cc(-c3ccc(Cl)c(Cl)c3Cl)nc3ccccc23)CC1 | -6% |
| COC(=O)c1ccc(NC(=O)c2cc(Cl)ccc2OC)cc1 | -7% |
| CCc1ccc(NC(=O)C(C)OC(=O)c2ccc(N3CCCC3)c([N+](=O)[O-])c2)cc1 (configuration not stated) | 3% |
| COc1ccc(C2c3ccc(O)cc3Oc3ncn4nc(-c5ccncc5)nc4c32)cc1OC (configuration not stated) | -4%[57.5 µM] |
| O=C(Cn1nnc2ccccc2c1=O)Nc1ccc(S(=O)(=O)N2CCOCC2)cc1 | -1% |
| Cc1ccnc(NC(=O)COC(=O)c2ccc(F)cc2F)n1 | 6%[57.5 µM] |
| COc1ccc(C(C(=O)NC2CCCCC2)N(C(=O)c2ccccn2)c2cccnc2)cc1 (configuration not stated) | 2% |
| CC(C)C(C(=O)NC1=NCCS1)c1ccc(Cl)cc1 (configuration not stated) | -3% |
| Nc1ccccc1Sc1cc(Cl)nnc1Cl | 7%[57.5 µM] |
| COc1nccnc1NS(=O)(=O)c1ccc(NC(=S)NC(=O)c2cccc(F)c2)cc1 | 4% |
| CCn1c(=O)cc(SCC(=O)NCCC2=CCCCC2)c2ccccc21 | 5% |

Going on with the list:
| SMILES | ERK EGF inh |
| --- | --- |
| CC(C)CC(=O)Nc1ccc([N+](=O)[O-])cc1Cl | -1% |
| CC(C)(C)C1CCc2c(C(=O)NNC(=O)/C=C/C(=O)O)csc2C1 (configuration not stated) | 3% |
| COc1ccc(N2CCN(Cc3nc(Cc4cccc(F)c4)no3)C(C)C2)cc1 (configuration not stated) | -8% |
| Cn1cnnc1SCC(=O)Nc1cccc(S(=O)(=O)N2CCCCCC2)c1 | 1% |
| C/C=C/C=C/C(=O)[C@@H]1[C@@H]([C@]2(C)OC(=O)C(C)=C2O)[C@H]2/C(=C(O)/C=C/C=C/C)C(=O)[C@]1(C)C(=O)C2(C)O (some centres not stated) | 11%[57.5 µM] |
| COc1cc(/C=N/NC(=O)c2cccc(S(=O)(=O)N3CCOCC3)c2)cc(OC)c1O | 8% |
| Cc1c(Cl)cccc1NC(=O)c1ncn[nH]1 | -15%[57.5 µM] |
| Cc1cccc2cc(CNC3CCCC3)c(Cl)nc12 | 10% |

Some of the entries so far, with each value named.
> CCOC(=O)N1CCC(NC(=O)C2=CCN(S(=O)(=O)c3ccc(F)cc3)CC2)CC1
- ERK EGF inh: 9%[57.5 µM]
> O=C1/C(=C/c2cccnc2)SC(=S)N1CC1CCCO1 (configuration not stated)
- ERK EGF inh: -7%

Additional structures follow.
| SMILES | ERK EGF inh |
| --- | --- |
| CCC(=O)Nc1ccc(-n2nnnc2SCC(=O)NNC(=O)c2ccco2)cc1 | 12%[57.5 µM] |
| COC(=O)c1sccc1NC(=O)/C=C/c1ccc(Cl)cc1Cl | -1% |
| CCn1c(SCc2nc3cc(OC)c(OC)cc3c(=O)[nH]2)nc2ccccc21 | -3% |
| CCN(CC)C(=O)CSc1nc(-c2ccco2)cc(C(F)(F)F)c1C#N | 5% |
| OC(CNCc1ccc(Cl)cc1)C(F)(F)F (configuration not stated) | -1% |
| O=C(Nc1ccc2c(c1)OCO2)c1cnccn1 | 7% |
| COc1ccc(O)c(C(=O)c2cc(C#N)c(=O)n(-c3ccc(Cl)cc3)c2)c1 | -8%[57.5 µM] |
| CCS(=O)(=O)c1ccc(O)c(NC(=O)Nc2ccccc2OC)c1 | -3%[57.5 µM] |
| CCS(=O)(=O)Nc1cccc(C(=O)O)c1 | 2%[57.5 µM] |
| COc1ccc(NC(=O)COC(=O)/C=C/c2cnc3ccccc3n2)cc1 | -8% |
| N/C(CC(=O)Nc1ccc(F)c(Cl)c1)=N\OC(=O)c1cccs1 | 4%[57.5 µM] |
| Cc1ccc(S(=O)(=O)N(CC(O)CN2C(=O)NC(C)(C)C2=O)c2cccc(C)c2)cc1 (configuration not stated) | 1%[57.5 µM] |
| COC(=O)C/C(C)=N/Nc1ccc(S(=O)(=O)N2CCCC2)cc1[N+](=O)[O-] | 3% |
| CC1CCN(C(=O)C2CCC(CNc3c(N4CCCCC4)c(=O)c3=O)CC2)CC1 (configuration not stated) | 0%[57.5 µM] |
| CCOc1ccc(C(=O)Nc2cc(-c3nc4ccccc4[nH]3)ccc2Cl)cc1[N+](=O)[O-] | 0% |
| Cc1c(/C=C/C(=O)c2ccc(Cl)s2)cnn1C | -5% |
